# PTHR1 agonist: agonists of human PTHR1 parathyroid hormone receptor | Q03431 | HEK293 GP2 PTHR1 cells, GloSensor cAMP luminescence, 1 h | Potency, µM (top dose mostly 115 µM), inactives show top-dose activation, hits mostly activators | 0.075% of 410,000 active; further: potency means the concentration at half of the fitted maximal effect; nearly all actives have a fitted effect of over 55% in size; some results filed as inactive show a strong effect at the top dose; inactives centre near -15; many of its hits are not listed in these tables
#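 HEK-293-derived GP2 cells expressing PTHR1 and a GloSensor cAMP reporter, 3,000/well, plated overnight, given luciferin plus IBMX (each 0.5 mM as added) for 1 h at 37 °C, then compound for 1 h at 37 °C. Luminescence was read after 15 min at room temperature.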
# aSyn rescue: rescues yeast growth from alpha-synuclein toxicity; 0.14% of 370,000 active; Yeast expressing alpha-synuclein, growth rescue, BacTiter-Glo, 24 h; Potency, µM (highest dose often 46.1 µM), for inactives: top-dose growth rescue (activation), actives largely listed as activators; further: potency means the concentration at half of the fitted maximal effect; % of control where 0% means no effect; nearly all actives have a fitted effect of over 65% in size
#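 Screening used galactose-induced yeast with toxic alpha-synuclein levels, exposed to compound for 24 hr at 30 deg C. Cell growth, read with BacTiter-Glo luminescence, gave the measured signal.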
# Abeta yeast res: compounds reversing amyloid beta toxicity in yeast; yeast expressing A-beta42, growth rescue, OD600, 48 h; response scale: 0% DMSO, 100% iron-clioquinol control; Potency, µM (top dose mostly 46.1 µM), for the others: at the top dose growth rescue, most hits filed as activators; 0.063% of 410,000 active; further: potency means the concentration at half of the fitted maximal effect; nearly all actives have a fitted effect of over 55% in size
#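 Yeast A-beta toxicity model in growth medium with pinned compounds, 48 h at 30 C; growth read as absorbance at 600 nm. Normalized to FeCl3/clioquinol equimolar mix (positive) and DMSO (negative).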
# GLP-1R inv ag: GLP-1 receptor (human) inverse agonism. HEK293 GLP-1R CRE-luciferase, luminescence, 24 h; GLP-1R form is constitutively active. Potency, µM (doses to about 38.3 µM), without a hit: at the highest dose activity change, negative = inhibition, most hits filed as inhibitors. 1.6% of 410,000 active; further: potency means the concentration at half of the fitted maximal effect; on the % scale 0 is the no-effect control and ±100 the full control effect; nearly all actives have a fitted effect of over 55% in size
# Target sequence (P43220 whole entry, looked up): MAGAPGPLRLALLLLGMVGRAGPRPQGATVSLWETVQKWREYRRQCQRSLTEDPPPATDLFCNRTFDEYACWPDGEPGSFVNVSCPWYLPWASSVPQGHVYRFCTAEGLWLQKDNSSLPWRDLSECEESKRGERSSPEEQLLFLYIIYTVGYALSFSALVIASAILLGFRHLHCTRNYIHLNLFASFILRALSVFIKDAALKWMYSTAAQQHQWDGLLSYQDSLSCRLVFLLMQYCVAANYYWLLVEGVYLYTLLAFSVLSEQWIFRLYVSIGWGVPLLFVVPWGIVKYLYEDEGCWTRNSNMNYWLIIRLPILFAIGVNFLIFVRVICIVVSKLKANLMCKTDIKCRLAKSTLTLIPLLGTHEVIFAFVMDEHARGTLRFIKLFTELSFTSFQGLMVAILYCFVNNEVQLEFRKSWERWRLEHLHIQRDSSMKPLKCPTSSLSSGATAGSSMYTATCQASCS
#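 Readout was luciferase luminescence, measured 12 min after detection reagent at room temperature. Beforehand, GLP-1R reporter HEK293 cells had sat 12 h, then received compounds for 24 hr at 37 deg C.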
# TDP43 rescue: rescues yeast growth from TDP-43 toxicity. Potency, µM (titrated, usually from 46.1 µM), without a hit: top-dose growth rescue (activation), hits mostly activators. 1.8% of 410,000 active. TDP-43 expressing yeast growth rescue, BacTiter-Glo, 24 h. AID 652104; further: potency means the concentration at half of the fitted maximal effect; % of control where 0% means no effect; nearly all actives have a fitted effect of over 50% in size
#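 Yeast cells expressing TDP-43 under galactose induction are exposed to compounds for 24 hr at 30 deg C. BacTiter-Glo luminescence measures growth, so protective compounds score as activators.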
# FUS suppressor: FUS proteinopathy suppression in yeast; 0.24% of 390,000 active; S. cerevisiae FUS-expressing, growth rescue, OD600, 24 h; Potency, µM (highest dose often 76.6 µM), without a hit: at the highest dose growth rescue (activation), usual class: activators;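 further: potency means the concentration at half of the fitted maximal effect; plate controls were DMSO vehicle for no effect and reference control for full effect; nearly all actives have a fitted effect of over 55% in size; some results filed as inactive show a strong effect at the top dose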
#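 Yeast expressing FUS under galactose induction, OD 0.005 in 2% galactose medium; compounds in a dilution series, 24 h at 30C. Growth rescue by absorbance at 600 nm; CP55940 positive control, DMSO negative.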
# GLP1R ag: GLP-1 receptor (human) agonism; P43220; 0.007% of 380,000 active; Potency, µM (titrated, usually from 45.6 µM), without a hit: at the highest dose activation, actives largely listed as activators; HEK293 GLP-1R CRE-luciferase, luminescence, 4-6 h; cells express a hypersensitive GLP-1R form; AID 624172; further: potency means the concentration at half of the fitted maximal effect; % of control where 0% means no effect
# pAkt inh: inhibitors of Akt phosphorylation | Neuro2A IGF-stimulated pAkt S473 HTRF, 20 min; stronger effect = lower value | activity change, % for hits at 50 µM | 0.32% of 360,000 active | AID 651550; in the data active means activity change below about -80%; inconclusive means mostly about -51% to -80%; further: on the % scale 0 is the no-effect control and ±100 the full control effect
#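 Neuro2A cells in DMEM with 0.5% FBS, overnight at 37 deg C, given compound at single 50 µM final, then IGF (6 nM final) for 20 min at 37 deg C. Lysed; phospho-Akt Ser473 by HTRF after 24 h, 665/615 ratio.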
# D3 antag: D3 dopamine receptor (human) antagonism; P35462; D3R cells, DiscoveRx beta-arrestin luminescence, antagonist mode; stronger effect = lower value; max response, negative = inhibition, %; 2.5% of 360,000 active; in the data active means max response below about -50%; inconclusive means no clear call, values can overlap the other calls; further: on the % scale 0 is the no-effect control and ±100 the full control effect; mostly tested at two doses, the higher about 12 µM
# Target sequence (P35462 whole entry, looked up): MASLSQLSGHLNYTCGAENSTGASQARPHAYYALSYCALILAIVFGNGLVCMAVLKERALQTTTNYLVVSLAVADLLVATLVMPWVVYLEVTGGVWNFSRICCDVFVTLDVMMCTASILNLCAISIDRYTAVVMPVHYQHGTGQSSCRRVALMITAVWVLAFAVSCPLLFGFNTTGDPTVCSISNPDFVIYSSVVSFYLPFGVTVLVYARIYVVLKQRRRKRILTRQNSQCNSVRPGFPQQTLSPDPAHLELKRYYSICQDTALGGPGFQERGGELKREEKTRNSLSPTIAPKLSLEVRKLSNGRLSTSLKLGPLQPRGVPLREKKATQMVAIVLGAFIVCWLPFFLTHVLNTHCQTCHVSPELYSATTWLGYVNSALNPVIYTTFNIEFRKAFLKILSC
#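 Cells plated overnight at 1500 cells/well, then exposed to library compounds with dopamine controls for 90 minutes at 37 degrees C. DiscoveRx reagent added for 30–60 minutes at room temperature; luminescence read, quantitative HTS format.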
# Starred values were filed as active, the others as inactive; i = inactive; u = inconclusive; x = not tested or not shown; [ ] = remark or other dose. Unless noted, the call rests on the fitted dose curve; in most records, active means well fitted curve in the direction sought with a large enough effect; inconclusive means small, poorly fitted or top-dose-only effect, or another doubt; inactive means no such curve, though single readings can be large; an effect the other way counts as inactive or inconclusive.
SMILES,PTHR1 agonist,aSyn rescue,Abeta yeast res,GLP-1R inv ag,TDP43 rescue,FUS suppressor,GLP1R ag,pAkt inh,D3 antag
O=S(=O)(c1ccc(NC(=S)NN=Cc2ccccc2O)cc1)N1CCCCC1,-93%[inhibitor],u,6%,u,u,x,-10%,i,-11
O=C(Nc1c2c(nc3c1CCC3)CCCC2)c1ccccn1,-21%,-2%,-22%,15%,-8%,x,11%,i,7
COc1ccc(Cn2nnnc2C(C(C)C)N2CCN(c3ccccc3OC)CC2)cc1 (stereo unspecified),-14%,6%,-1%,u,11%,41%,0%,i,-5
Cc1nc2c(C)cccn2c1C(=O)N/N=C/c1ccccc1[N+](=O)[O-],9%,-5%,7%,27%,-16%[1.82 µM],-4%,6%,i,-14
Cc1ccc(C(=O)NCc2ccc3c(c2)OCO3)c(C)c1,i,25%,u,13%,u,-11%,-7%,i,14
CCOC(=O)c1cccc(NC(=O)CC2Oc3ccccc3NC2=O)c1 (stereo unspecified),-22%,0%,-22%,-21%,-9%,-6%,-3%,i,-22
COc1ccc(-c2nnc(SCC(=O)N3CCOCC3)o2)cc1,i,1%,4%,-12%,2%,-7%,-3%,i,0
COc1ccc(OC)c(S(=O)(=O)n2nnc3ccccc32)c1,i,-13%,4%,25%,u,x,-1%,i,-3
COc1ccc(S(=O)(=O)N2CCCCCC2)cc1C(=O)OCc1cccc(OC)c1OC,-8%,1%,5%,u,18%,31%,9%,i,36
CCc1cccc2c(-c3csc(=NC)n3C)c[nH]c12,-1%,-1%,6%,u,-15%,8%,1%,i,-24
COc1ccc(N(C(=O)CNC(=O)c2ccco2)C(C(=O)NC2CCCC2)c2ccco2)cc1 (stereo unspecified),-68%[inhibitor],-1%,4%,-15%,-1%,8%,7%,i,10
CCNc1nc(NCC)n2c(SCC(=O)Nc3cc(OC)ccc3OC)nnc2n1,-3%,-3%,-6%,5%,-26%,18%,-1%,i,-20

# Taken from above.
# CCc1cccc2c(-c3csc(=NC)n3C)c[nH]c12 in FUS suppressor is listed with 8%
# O=C(Nc1c2c(nc3c1CCC3)CCCC2)c1ccccn1 in Abeta yeast res is listed with -22%

# Whole records, looked up by structure:
# CCc1cccc2c(-c3csc(=NC)n3C)c[nH]c12 in the list: PTHR1 agonist: -1%; aSyn rescue: -1%; Abeta yeast res: 6%; GLP-1R inv ag: u; TDP43 rescue: -15%; FUS suppressor: 8%; GLP1R ag: 1%; pAkt inh: i; D3 antag: -24
# COc1ccc(OC)c(S(=O)(=O)n2nnc3ccccc32)c1 in the list: PTHR1 agonist: i; aSyn rescue: -13%; Abeta yeast res: 4%; GLP-1R inv ag: 25%; TDP43 rescue: u; FUS suppressor: x; GLP1R ag: -1%; pAkt inh: i; D3 antag: -3

# (more compounds)
SMILES,PTHR1 agonist,aSyn rescue,Abeta yeast res,GLP-1R inv ag,TDP43 rescue,FUS suppressor,GLP1R ag,pAkt inh,D3 antag
COc1ccc(C(=S)N2CCN(C)CC2)cc1,i,2%,2%,1%,5%,5%,-6%,i,-74*
O=C1NN(c2cccc(Br)c2)C(=O)/C1=C/c1cccs1,-93%[inhibitor],1%,12%,u,-13%,5%,8%,i,-3
O=C(c1ccco1)N(Cc1ccc(Cl)cc1)C1CCS(=O)(=O)C1 (stereo unspecified),-6%,1%,-21%,u,-4%,-4%,-7%,x,-4
N/C(=N\OC(=O)CCCOc1ccccc1)c1cccc([N+](=O)[O-])c1,-16%,-1%,20%,5%,3%,7%,10%,i,-2
CCc1ccccc1NC(=O)C1CCN(S(C)(=O)=O)CC1,-23%,-4%,6%,5%,12%,-1%,1%,i,9
CCNC(=O)c1c(C)nc2ccccn12,0%[57.5 µM],-20%,-5%,16%,-2%,-14%,7%,i,21
COc1ccc(CN(C)C(=O)[C@H]2O[C@@H](n3ccc(=O)[nH]c3=O)[C@H](O)[C@@H]2O)cc1OC,4%,1%,-6%,16%,7%,-4%,-1%,i,11
Cn1nnc2c(NCCc3ccccc3)ncnc21,i,x,-12%,4%,0%,32%,x,x,x
COc1ccc(N2CCN(C(=O)c3cc(C)oc3C)CC2)cc1,i,-7%,14%,-3%,u,4%,2%,i,-1
CCCn1c(=O)c2ccccc2n2c(SCc3nnc(-c4ccccc4Br)o3)nnc12,i,4%,6%,9%,-15%,7%,0%,i,6
Cc1cccc(-n2c(-c3ccccc3)cn3c4c(=O)[nH]c(=O)n(C)c4nc23)c1,-8%,-6%,-13%,-1%,-4%,-24%,-4%,x,x
CCCC(=O)Nc1ccc(-c2nc3cc(C)c(C)cc3o2)c(O)c1,i,-13%,28%,-4%,17%,-22%,-25%,i,4
O=C(CNCC1CCCCC1)Nc1ccccc1N1CCCCC1,i,-8%,16%,u,-3%,14%,-8%,i,0
Cc1ccc(OC(=O)c2oc3ccc(F)cc3c2C)c(C)c1,-8%[57.5 µM],-13%,-18%,4%,-3%,46%,1%,i,-6
Cc1ccc(NC(=O)c2cc3ccccc3o2)cc1,i,-18%,-28%,u,-3%,-5%,-5%,i,0
COc1cc(C2C(C#N)=C(N)N(Nc3ccccc3)C3=C2C(=O)CC(C)(C)C3)ccc1OCc1cccc(F)c1 (stereo unspecified),i,-5%,17%,5.6µM*,-24%,u,-13%,-92%*,2
COc1cc(OC)c(NC(=O)C2CCN(C(=O)c3sc4nc[nH]c(=O)c4c3C)CC2)cc1Cl,-55%[inhibitor],x,-14%,0%,3%,9%,x,x,x
CC(=O)c1cc(C#N)c(SCc2ccc([N+](=O)[O-])cc2)nc1C,i,-2%,-10%,1%,1%,4%,0%,i,3
O=C(O)C1Oc2ccccc2C1c1ccccc1 (stereo unspecified),i,-1%,5%,9%,-5%,-14%,7%,i,18
O=C(NOCc1ccccc1)c1coc(-c2ccccc2)n1,-18%,-4%,-15%,22%,10%,-28%,5%,i,0
O=C(NC1CCCC1)C1CC(=O)N(c2ccc(F)cc2)C1 (stereo unspecified),-15%,-5%,-7%,2%,-10%,24%,9%,i,-12
COc1cccc(NC(=O)C2CCN(C(=O)N3CC(C)Oc4ccccc43)CC2)c1 (stereo unspecified),6%,x,0%,-3%,0%,16%,x,x,x
CC1CC(C)CN(S(=O)(=O)c2ccc(C(=O)NNC(=O)c3ccccc3F)cc2)C1 (stereo unspecified),i,12%,-3%,-26%,-3%,2%,-3%,i,0
Cc1c(NC(=O)OCCSc2nc(N(C)C)nc(N(C)C)n2)sc(=S)n1C,-5%[57.5 µM],-5%,-7%,5%,-5%,-12%,21%,i,-28
Cc1[nH]n(-c2nc(-c3ccccc3)cc(=O)[nH]2)c(=O)c1CCO,-2%,4%,-8%,22%[7.66 µM],-18%[9.22 µM],14%,2%,i,-7
CCOC(=O)c1sc(=S)n(-c2ccccc2)c1NC(C)=O,i,-32%[inhibitor],-10%,-9%,29%,12%,2%,i,-6
NC(c1ccccc1)c1csc(Nc2ccccn2)n1 (stereo unspecified),-28%,0%,-3%,-13%,20%,-9%,0%,i,-3
Cc1cc(C)cc(C(=O)NC(CC(N)=O)c2ccc(N3CCN(C)CC3)c([N+](=O)[O-])c2)c1 (stereo unspecified),-21%,1%,1%,15%,15%,-11%,0%,i,-13
COc1ccc(CCNC(=O)C2Cc3ccccc3C(=O)O2)cc1 (stereo unspecified),i,3%,2%,8%,12%,5%,7%,i,17
CC1=C(C(=O)N2CCOCC2)C(c2ccc(Cl)cc2)NC(=S)N1 (stereo unspecified),i,2%,-12%,2%,-2%,-18%,0%,i,13
CC1CCCN(S(=O)(=O)c2ccc(C(=O)NC(C)c3ccccc3)cc2)C1 (stereo unspecified),i,0%,25%,u,7%,20%,-2%,i,-7
CCOc1ccccc1C(=O)Nc1ccc(S(=O)(=O)N(Cc2ccccc2)c2ccccc2)cc1,i,x,-11%,8%,-6%,10%,x,x,x
CCCCN(C)c1c(C)nc2ccc(C(=O)Nc3ccc(OC)c(OC)c3)cn12,-14%,3%,18%,u,26%,4%,-1%,i,-13
O=C1NC[C@@H](CCCCN2C[C@H](Cc3ccc(O)cc3)N(Cc3ccccc3)C(=O)C2=O)N(Cc2ccccc2)C1=O,0%,5%,2%,15%,13%,21%,3%,i,4
COc1ccc(CCNC(=O)c2ccccc2)cc1,-22%,5%,7%,13%,20%,1%,1%,i,11
COc1cc(/C=N\NC(=O)c2c(C)nc3cc(C)ccn23)ccc1O,22%,-5%,-9%,32%[activator],-13%,14%,10%,i,-9

# In a second layout: five of the compounds above
SMILES	PTHR1 agonist	aSyn rescue	Abeta yeast res	GLP-1R inv ag	TDP43 rescue	FUS suppressor	GLP1R ag	pAkt inh	D3 antag
O=S(=O)(c1ccc(NC(=S)NN=Cc2ccccc2O)cc1)N1CCCCC1	-93%[inhibitor]	u	6%	u	u	x	-10%	i	-11
O=C(Nc1c2c(nc3c1CCC3)CCCC2)c1ccccn1	-21%	-2%	-22%	15%	-8%	x	11%	i	7
COc1ccc(Cn2nnnc2C(C(C)C)N2CCN(c3ccccc3OC)CC2)cc1 (stereo unspecified)	-14%	6%	-1%	u	11%	41%	0%	i	-5
Cc1nc2c(C)cccn2c1C(=O)N/N=C/c1ccccc1[N+](=O)[O-]	9%	-5%	7%	27%	-16%[1.82 µM]	-4%	6%	i	-14
Cc1ccc(C(=O)NCc2ccc3c(c2)OCO3)c(C)c1	i	25%	u	13%	u	-11%	-7%	i	14

# The list is partial; count on the stated rates, not on these rows.
